# Compound activity as filed in PubChem BioAssay.
# CFTR F508del cor = correctors of CFTR F508del function in bronchial epithelial cells; CFBE cells, YFP halide quenching; stimulated with forskolin plus potentiator P3; % fluorescence drop versus neutral controls; activity (quench increase), % at 7.58 µM; actives 0.36% (n = 350,000);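 active = mean added fluorescence quench of at least 8% versus neutral control, with both replicates also reaching 8%; inconclusive = only one of the mean or replicate conditions met; inactive = mean below 8% and not both replicates reaching 8%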;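 also: cells transiently co-express mutant CFTR-F508del with the halide-sensitive YFP; corrector assay measuring rescue of mutant channel to the surface after 24 h compound exposure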
# Casp6 inh = caspase-6 (human) enzyme inhibition; P55212; purified caspase-6, Z-VEID-R110 cleavage fluorescence; inhibition, % at 12.5 µM; actives 0.53% (n = 350,000); AID 686996;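 active = mean inhibition across replicates at least about 35%, with every replicate also reaching that limit, limit read from the data; inconclusive = only one of the two criteria met; inactive = neither criterion met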;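 also: 0% = median of neutral control wells and 100% = no fluorescence left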
# DENV2 CPE rescue = protects cells from dengue virus 2 cytopathic effect | DENV2-infected cells, cytopathic effect rescue, plate reader | AID 651640 | actives 1.7% (n = 350,000) | CPE inhibition, % at 9.99 µM; in the data active = CPE inhibition above about 20%, passing the limit was not always enough; inconclusive = no clear call, values can overlap the other calls; tested in BHK-21 cells;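 also: 0% = median of neutral control wells and 100% = median of positive control wells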
# miR122 inh = blocks miR-122 activity in Huh7 sensor cells. Huh7 miR-122 Renilla luciferase sensor, 48 h; neutral wells = 0, positive control = 100. activation (reporter increase), % at 12.5 µM. actives 0.3% (n = 340,000);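 active = mean replicate activation score at least 90 and every replicate individually at or above 90; inconclusive = only one of the two criteria met; inactive = neither criterion met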;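 also: higher luciferase means less miR-122 activity so hits act as miR-122 inhibitors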
# ERp5 inh = ERp5 (human) disulfide isomerase inhibition; Q15084; ERp5 insulin aggregation, absorbance 650 nm, 90 min; inhibition, % at 9.99 µM; actives 0.05% (n = 350,000); AID 651711;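 active = mean replicate inhibition above about 25%, with every replicate also reaching it, limit read from the data, passing the limit was not always enough; inconclusive = only one of those two criteria met; inactive = neither criterion met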
# SIRT5 block = sirtuin-5 (human) deacylase inhibition; Purified SirT5, succinyl-peptide AMC, trypsin-coupled fluorescence; inhibition, % at 15 µM; actives 1.1% (n = 330,000); AID 652115; in the data active = inhibition above about 15%; inconclusive = no clear call, values can overlap the other calls
# ERAP1 HTS inh = blocks human ERAP1 aminopeptidase activity. Q9NZ08. recombinant ERAP1, Leu-AMC fluorescence, 60 min. inhibition, % at 10.7 µM. actives 0.15% (n = 340,000). AID 652197;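 active = mean replicate inhibition of at least 30%, or all replicates individually reaching that 30% level; inactive = mean below 30% and not every replicate reaching it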;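 also: 0% = neutral control wells and 100% = L-leucinethiol positive control wells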
# Target sequence (Q9NZ08 whole entry, looked up): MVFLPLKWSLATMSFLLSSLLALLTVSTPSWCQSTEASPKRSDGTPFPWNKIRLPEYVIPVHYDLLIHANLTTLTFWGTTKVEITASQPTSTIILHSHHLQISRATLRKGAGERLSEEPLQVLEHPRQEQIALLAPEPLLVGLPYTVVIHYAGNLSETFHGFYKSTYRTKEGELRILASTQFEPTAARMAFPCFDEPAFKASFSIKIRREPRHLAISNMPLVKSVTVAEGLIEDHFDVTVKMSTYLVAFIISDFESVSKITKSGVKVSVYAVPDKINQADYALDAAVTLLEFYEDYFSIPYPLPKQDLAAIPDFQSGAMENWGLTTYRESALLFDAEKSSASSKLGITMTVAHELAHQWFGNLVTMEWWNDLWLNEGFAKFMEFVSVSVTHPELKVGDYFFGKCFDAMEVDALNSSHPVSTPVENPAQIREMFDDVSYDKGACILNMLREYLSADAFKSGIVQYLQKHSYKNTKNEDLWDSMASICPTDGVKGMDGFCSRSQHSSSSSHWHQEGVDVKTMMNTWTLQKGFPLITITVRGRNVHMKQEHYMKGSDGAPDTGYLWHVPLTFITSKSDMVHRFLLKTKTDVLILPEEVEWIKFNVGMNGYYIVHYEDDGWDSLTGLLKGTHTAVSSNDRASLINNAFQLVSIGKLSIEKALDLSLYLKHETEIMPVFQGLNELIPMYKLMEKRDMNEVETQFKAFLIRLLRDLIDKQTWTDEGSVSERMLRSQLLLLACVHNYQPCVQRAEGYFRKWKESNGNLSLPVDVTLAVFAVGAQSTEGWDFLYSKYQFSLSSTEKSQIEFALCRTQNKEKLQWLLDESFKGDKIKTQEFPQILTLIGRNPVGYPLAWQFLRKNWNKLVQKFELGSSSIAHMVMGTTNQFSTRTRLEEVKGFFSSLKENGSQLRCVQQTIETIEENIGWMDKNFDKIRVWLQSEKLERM
# An asterisk follows results filed as active; ? = inconclusive; . = not tested or not shown; [ ] = dose if it differs, or a comment.
SMILES,CFTR F508del cor,Casp6 inh,DENV2 CPE rescue,miR122 inh,ERp5 inh,SIRT5 block,ERAP1 HTS inh
COCC(=O)Nc1ccc2c(c1)C(=O)N(C)C[C@@H](OC)[C@@H](C)CN(C(=O)c1cnccn1)[C@@H](C)CO2,2.2,2,1,3[16.7 µM],1,-3,-1
C[C@H]1CN([C@@H](C)CO)S(=O)(=O)c2ccc(C3=CCCC3)cc2O[C@H]1CN(C)C(=O)C1CCC1,-6.2,-1,21*,9[16.7 µM],4,4,0
CCN1C(=O)C2CCCCN2c2ccc(C(=O)NCCOC)cc21 (configuration not stated),3.6,-5,-3,3,0,0,1
CO[C@@H]1CN(C)C(=O)c2cc(NC(C)=O)ccc2OC[C@@H](C)N(CC2CC2)C[C@@H]1C,-0.3,-2,3,.,-3,1,-4
CCOC(=O)[C@H]1[C@H]2COc3ccc(C)cc3[C@@H]2N2C(=O)c3cc(F)c(F)cc3NC(=O)[C@@]12C,1.4,-1,-16,-6,7,-2,-1
CN(C(=O)c1ccoc1)c1ccc2ccccc2c1,0.5,-4,8,4,16,-2,2
CCC(C)NS(=O)(=O)c1ccc(N)cc1 (configuration not stated),0.0,-2,6,-5,-7,1,-2
CC(=O)c1ccc(OCCCC(=O)Nc2nnc(C3CC3)s2)cc1,-0.9,-1,-5,-1,-4,-6,2
COc1cccc(NC(=O)N[C@H]2CC[C@@H](CC(=O)N3CCN(C)CC3)O[C@H]2CO)c1,0.6,0,3,.,-2,2,2
CCCC(=O)Nc1ccc2c(c1)C(=O)N(C)[C@@H]1CC[C@H](CC(=O)OC)O[C@H]1CO2,0.8,.,-3,-13[16.7 µM],.,.,.
Cc1cc(C(O)c2ncc(-c3cccc(F)c3)[nH]2)ccc1F (configuration not stated),4.5,3,-5,22,-8,-3,-3
Cc1cc(NC(=O)Cn2cnc3c(nnn3-c3cccc(F)c3)c2=O)no1,6.7,-2,3,.,-5,1,6
COc1ccc(NC(=O)Nc2ccc3c(c2)[C@H]2C[C@H](CC(=O)NCc4ccncc4)O[C@H](CO)[C@H]2O3)cc1,-0.6,3,9,11[16.7 µM],1,-2,-3
CC(OC(=O)c1ccc(-n2cnnn2)cc1)C(=O)Nc1ccccc1[N+](=O)[O-] (configuration not stated),1.0,-24,3,-4,1,-2,0
COc1cc(NC(=O)c2ccc(C(=O)c3ccccc3)cc2)cc(OC)c1OC,3.6,2,?,-2,6,1,-1
COc1ccc(S(=O)(=O)N(C)C[C@@H]2OCc3ccccc3-c3ccccc3C(=O)N([C@@H](C)CO)C[C@H]2C)cc1,-0.8,-2,15,.,-4,-4,1
CCOC(=O)c1c(CN2CCN(CC#N)CC2)n(C)c2cc(Br)c(OC)cc12,-0.5,4,-3,-10,4,1,2
CO[C@@H]1CN(C)C(=O)c2cc(NC(=O)Nc3cc(F)ccc3F)ccc2OC[C@@H](C)N(C(=O)c2cnccn2)C[C@H]1C,1.3,-1,0,.,-2,.,1
CC(C)(C)c1ccc(NC(=O)NC2CCCc3ccccc32)cc1 (configuration not stated),-1.6,1,39*,1,9,-3,.
CCc1nc(N2[C@@H](C#N)[C@@H](c3ccccc3-c3ccccc3C)[C@@H]2CO)sc1C,-2.3,1,-3,.,-1,-8,-1
C[C@@H]1CN([C@@H](C)CO)C(=O)c2cccc(NC(=O)Nc3ccc(C(F)(F)F)cc3)c2O[C@@H]1CN(C)C(=O)Nc1ccc(F)cc1,3.5,1,-7,-14[16.7 µM],-1,3,3
CC(=O)c1ccc(N2CCN(C(=O)C3CCCN(S(=O)(=O)c4c(C)[nH]c(=O)[nH]c4=O)C3)CC2)cc1 (configuration not stated),-1.3,-5,-4,.,1,-5,1
C/C=C/c1cnc2c(c1)C(=O)N([C@H](C)CO)C[C@@H](C)[C@@H](CN(C)S(=O)(=O)c1ccc(C)cc1)O2,0.5,2,-5,9[16.7 µM],-5,-3,1
Nc1ccc(S(=O)(=O)Nc2ccnn2-c2ccccc2)cc1,1.4,-3,-2,-3,5,-7,0
NC(=O)COC(=O)CC12CC3CC(CC(C3)C1)C2,0.3,0,8,.,2,7,.
O=C(CNS(=O)(=O)c1ccc(Br)s1)NCc1ccc2c(c1)OCO2,2.1,6,-4,-13,-3,-2,0
CCN(Cc1cc(OC)c(OC)c(OC)c1)C(=S)Nc1cccc(SC)c1,-3.2,3,-1,-8,1,-1,.
COc1ccccc1CNS(=O)(=O)c1cccc2nsnc12,-2.4,0,-2,-5,-1,6,4
COc1cccc(S(=O)(=O)N2C[C@@H](O)COC[C@H]3O[C@H](CC(=O)Nc4ccccc4)CC[C@@H]32)c1,-1.9,0,12,-4[16.7 µM],1,10,-3
CC1(C(=O)O)Sc2[nH]c(=O)sc2C2c3ccccc3OC(=O)C21 (configuration not stated),.,8,.,.,-3,-2,5
CC1CCN(C(=O)COC(=O)/C=C/c2ccc([N+](=O)[O-])cc2)CC1,-1.5,-1,-5,.,-3,1,-1
CC(C)(C)NNC(=S)Nc1cccc(F)c1,-0.7,-2,5,14,.,-6,0
CC(C)c1nc(SCC(=O)N2CCN(c3ccccc3)CC2)c2c(=O)n(C)c(=O)n(C)c2n1,1.9,2,11,-4,-6,0,-5
Nc1ccc(Oc2ccccc2-c2ccccc2)cc1,-0.7,1,0,3,1,-1,0
O=C(Nc1ccc2c(c1)CCCN2C(=O)c1cccs1)c1cccc(F)c1,1.4,-1,6,-6,-1,-1,1
O=C(C[C@H]1CC[C@H]2[C@@H](COC[C@H](O)CN2C(=O)c2cnccn2)O1)NCc1ccccc1,1.8,-1,-4,3[16.7 µM],?,-1,-1
COc1ccc(S(=O)(=O)Nc2ccc3c(c2)C(=O)N([C@H](C)CO)C[C@H](C)[C@@H](CN(C)C(=O)Nc2c(C)noc2C)OCCCC[C@@H](C)O3)cc1,1.6,2,41*,13[16.7 µM],6,-2,0
C[C@H]1CN([C@@H](C)CO)C(=O)Cc2cc(NC(=O)CCC(F)(F)F)ccc2O[C@@H]1CN(C)C(=O)Nc1ccc2c(c1)OCO2,1.2,-2,-10,1[16.7 µM],0,.,1
O=C(Nc1ccc(F)cc1)c1cccc2ccccc12,0.9,0,1,1,2,-2,.
N#C[C@@H]1[C@H](c2ccc(C3=CCCCC3)cc2)[C@@H](CO)N1S(=O)(=O)c1ccccc1,-0.8,41*,-4,.,0,0,-1
C=CCCC(=O)Nc1ccc(Br)cn1,-1.6,-2,5,.,-2,-3,-4
Cc1cc(O)ccc1NC(=O)Cc1cccc2ccccc12,-2.9,-1,-7,.,-4,-3,-1
C#CCOCCOCCOCCNc1nc(N2CCN(C(=O)[C@H]([C@@H](C)CC)n3cc([C@@H](N)CC(C)C)nn3)CC2)nc(N2CCN(C(=O)[C@H]([C@@H](C)CC)n3cc([C@@H](N)CC(C)C)nn3)CC2)n1,0.4,-5,-3,-22,-2,9,-3
Nc1[nH]c(C(=O)c2ccccc2)c(-c2ccccc2C(F)(F)F)c1C(=O)c1c[nH]c2ccccc12,1.4,2,3,.,1,4,2
N#CC1(NC(=O)CSc2n[nH]c(-c3ccccc3)n2)CCCCC1,-0.4,0,-7,.,-4,2,6
CCC(=O)N1CC[C@@H]2[C@H](CO)Nc3ccc(C#Cc4cccnc4)cc3[C@@H]21,3.1,0,-2,-3[16.7 µM],1,3,3
O=C(C[C@H]1C[C@@H]2c3cc(NC(=O)C4CCOCC4)ccc3O[C@@H]2[C@@H](CO)O1)NCc1ccccn1,-0.3,0,-6,2[16.7 µM],-2,4,1
Cc1ccc(C(c2cc(Br)ccc2O)N2CCSCC2)cc1 (configuration not stated),2.0,-1,8,0,-7,.,5
CN(C)C(=O)C[C@H]1C[C@@H]2c3cc(NC(=O)Nc4ccccc4)ccc3O[C@@H]2[C@H](CO)O1,-4.2,.,-4,-1[16.7 µM],.,.,.
CNC(=O)c1ccc(Nc2nc(-c3ccccc3)nc3ccccc23)cc1,1.7,14,14,2,1,0,5
COc1ccc(-c2noc(CN3CCC(Cc4ccccc4)CC3)n2)cc1,0.0,-4,.,-2,-1,-8,1
COc1ccc(-c2ccc3c(c2)O[C@@H](CN(C)C(=O)c2ccccc2F)[C@H](C)CN([C@@H](C)CO)S3(=O)=O)cc1,1.7,2,7,10[16.7 µM],5,3,3
CC(C)C[C@H](NC(=O)C1CC(=O)N(c2ccc3c(c2)OCO3)C1)C(=O)NC1CCCCC1 (some centres not stated),-0.2,1,13,1,-5,8,4
CCOc1cc(N2CCOCC2)c(OCC)cc1NC(=O)c1ccc(OCc2c(C)noc2C)c(OC)c1,1.4,-1,-2,.,8,-2,-1
CN1CCC(N(C)C(=O)c2cccc(S(=O)(=O)N3CCOCC3)c2)CC1,3.8,-35,10,-12,-6,-1,4
CSC(=Cc1ccc(C(=O)c2ccc(C)cc2)n1C)S(C)=O (configuration not stated),-1.0,3,5,.,7,.,9
CC(C)NC(=O)Nc1cccc2c1O[C@@H](CN(C)Cc1ccc(-c3ccccc3)cc1)[C@@H](C)CN([C@@H](C)CO)C2=O,1.6,-2,-6,-9[16.7 µM],2,-3,-1
Cc1ccc(Nc2nnc(SCC(=O)c3c(N)n(C4CC4)c(=O)[nH]c3=O)s2)cc1C,2.7,-1,-2,-6,-6,-6,2
CCC(OC(=O)CN1C(=O)c2ccccc2C1=O)C(=O)NC1CCCC1 (configuration not stated),0.1,.,-3,-3,-6,-2,-1
CS(=O)(=O)N1CCN(C2C3CC4CC(C3)CC2C4)CC1 (configuration not stated),-1.3,-2,2,3,1,-4,0

# Of the compounds above, four have an aryl thioether with sulfur outside any ring:
SMILES,CFTR F508del cor,Casp6 inh,DENV2 CPE rescue,miR122 inh,ERp5 inh,SIRT5 block,ERAP1 HTS inh
CCN(Cc1cc(OC)c(OC)c(OC)c1)C(=S)Nc1cccc(SC)c1,-3.2,3,-1,-8,1,-1,.
CC(C)c1nc(SCC(=O)N2CCN(c3ccccc3)CC2)c2c(=O)n(C)c(=O)n(C)c2n1,1.9,2,11,-4,-6,0,-5
N#CC1(NC(=O)CSc2n[nH]c(-c3ccccc3)n2)CCCCC1,-0.4,0,-7,.,-4,2,6
Cc1ccc(Nc2nnc(SCC(=O)c3c(N)n(C4CC4)c(=O)[nH]c3=O)s2)cc1C,2.7,-1,-2,-6,-6,-6,2

# (listing goes on)
SMILES,CFTR F508del cor,Casp6 inh,DENV2 CPE rescue,miR122 inh,ERp5 inh,SIRT5 block,ERAP1 HTS inh
CCS(=O)(=O)Nc1ccc2c(c1)C(=O)N(C)C[C@@H](OC)[C@H](C)CN(Cc1nccs1)[C@H](C)CO2,0.9,-1,-7,0[16.7 µM],-4,-2,-1
COc1cc(C(=S)N2CCN(c3ccccc3Cl)CC2)cc(O)c1O,-0.4,11,2,.,7,-3,-2
COc1ccc([N+](=O)[O-])cc1NC(=O)Cc1noc2ccc(C)cc12,-0.6,0,-2,.,-5,-1,-1
COC(=O)[C@@H]1CCCN1C(=O)c1cc(COc2cccc3cccnc23)on1,1.1,5,-1,.,4,-2,0
OCCNc1c2ccccc2nc2ccccc12,3.9,4,-6,.,-3,-5,-8
O=C(Nc1ccccc1F)N1C[C@@H]2[C@H](c3ccccc31)[C@@H](CO)N2C(=O)C1CCCC1,0.3,34,9,130*[16.7 µM],1,3,0
NC(c1ccccc1)c1ccncc1 (configuration not stated),-1.8,14,14,0,-3,-2,0
Oc1[nH]c2ccccc2c1N=NC(=S)NCC1CCCO1 (configuration not stated),0.4,2,12,.,-6,.,4
C[C@@H]1CCCCO[C@H](CN(C)S(=O)(=O)c2cccs2)[C@@H](C)CN([C@H](C)CO)C(=O)c2cc(NC(=O)Cc3ccccc3)ccc2O1,0.9,.,?,2[16.7 µM],.,.,.
C/C=C/c1cnc2c(c1)C(=O)N([C@H](C)CO)C[C@@H](C)[C@H](CN(C)C(=O)Nc1cccc(OC)c1)O2,0.2,0,?,0[16.7 µM],6,1,0
O=C(O)c1ccc(CN2C(=O)c3ccc(Oc4ccc([N+](=O)[O-])cc4)cc3C2=O)cc1,-2.4,6,3,5,3,2,-53
O=Cc1cn[nH]c1-c1ccccc1,0.5,-1,.,.,10,-3,4
